West Nile antiviral: West Nile virus antiviral activity, cell-based, CPE readout (AID 1621); CPE inhibition, % at 10 µM, or IC50 in µM where a hit was titrated; West Nile virus-infected cells, CPE inhibition; higher % means a stronger effect; actives 0.02% (n = 290,000); in the data active = a potency from the dose series; note: strong numbers were not always called active
MT stabilize HCS: microtubule stabilizers in HeLa cells, primary screen, imaging, high-content imaging; HeLa tubulin immunostaining HCS, 24 h; share of cells brighter than vehicle mean+2SD; % tubulin-high responders, % at 10 µM; actives 0.83% (n = 200,000);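 active = plate Z-score above 3 for both tubulin-high and condensed-nucleus cell shares, with cell loss under 80%, at 10 µM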;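 note: anti alpha tubulin signal scored within the nucleus-defined area of each cell; some results filed as inactive read as strong as hits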
T cell modulator: modulators of CD8 T cell-vesicle binding, primary screen, mouse 2C CD8+ T cells, flow cytometry; 2C CD8+ T cell-vesicle binding; hits give low values; AID 2052, 2009; actives 0.068% (n = 330,000); calls only at 7 µM;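 active = response, share of CD8 T cells binding vesicles, and their 90th percentile fluorescence all below set limits, cut at about 80% in these data, passing the limit was not always enough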
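Assay system: 2C TCR transgenic mouse naive CD8+ T cells, MACS-purified | Read-out: CD8+ gate FL2 mean fluorescence as % of same-row positive control | Signal: High-throughput flow cytometry with anti-B7-1 and anti-CD8 staining | Timing: Binding step 1.5 h, 37 °C, antibody labelling 20 min, ice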
WT yeast gro inh: growth inhibition of WT strain, primary screen, mitochondrial fusion inhibitor project, WT and mutant strains, chemical genetic; mitochondrial fusion phenotypic screen; inhibition, % at 10 µM; actives 2.1% (n = 190,000); in the data active = inhibition above about 58%; tested in S. cerevisiae
Lipid droplet: inhibitors of hepatocyte lipid droplet formation, primary screen, imaging, high-throughput imaging, BODIPY stain; AML12 mouse hepatocytes, oleate lipid droplets; inhibition, % at 6.5 µM; actives 0.4% (n = 240,000); AID 1656, 2009;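 active = lipid droplet intensity inhibited by at least 50%, with more than 500 cells counted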
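material = mouse AML12 hepatocyte cell line, fixed after treatment | also added = 100 µM oleic acid challenge | doses = compound at 6.5 µM only | schedule = overnight exposure | technique = Image-based BODIPY and DAPI two-channel analysis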
Autophagy mod: autophagy modulators in MEF cells, primary screen, imaging, high-content, MEF GFP-LC3; MEF GFP-LC3 puncta imaging; test concentration mostly 10 µM; calls only at 10 µM (by protocol); actives 0.98% (n = 190,000); AID 463193, 2010;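 active = percentage of spot-positive cells more than 3 SD above its plate mean, without a fluorescence outlier flag or 80% toxicity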;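 note: spot-positive cell cutoff set from DMSO-treated cells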
Insulin prom up: insulin promoter activators in MIN6 cells, imaging, high-content screening, mouse beta cells | z-score at 5 µM | actives 0.3% (n = 190,000) | MIN6 insulin promoter-GFP reporter; hits give high values;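 active = z-score above 3 at 5 µM with at least 500 cells counted in the well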
b-catenin transl: modulators of beta-catenin nuclear translocation, primary screen, imaging, HeLa cells, immunofluorescence, high-content; nuclear translocation activity, % at 5 µM; actives 0.3% (n = 190,000);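 active = nuclear translocation activity above 50% at 5 µM, with a well cell count of 50 or more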;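 note: per-cell ratio of nuclear to cytoplasmic median beta-catenin stain intensity; plate controls were DMSO negative control for no effect and GSK-3 inhibitor IX positive control for full effect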
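Assay system: human HeLa cells, native beta-catenin; doses: 5 µM primary, 0.02–20 µM confirmation; incubation: compound treatment 24 h, 37°C, 5% CO2; technique: fluorescence imaging of beta-catenin antibody stain plus DAPI; measure: % activation, nuclear-to-cytoplasmic median beta-catenin signal ratio per cell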
Myeloid diff MLP: induction of myeloid progenitor differentiation, primary screen, cell-based, flow cytometry, MLPCN library | actives 1% (n = 360,000) | calls only at 10 µM | ER-HoxA9 myeloid progenitors, lysozyme-GFP differentiation;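 active = normalized GFP-positive differentiation at or above the plate's own cutoff, the solvent-only control mean plus 3 SD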;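 note: cells exposed to compound for four days before flow analysis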
WT yeast gro inh mutant strain: recorded beside WT yeast gro inh, whose call it bears; inhibition, %; mitochondrial fusion phenotypic screen, mutant strain inhibition
Insulin prom up cell count: also measured in Insulin prom up; calls as there; cell count; measured here: cytotoxicity, nuclei count;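 total cells summed across four imaged fields per well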
Lipid droplet cells 6.5 µM: recorded beside Lipid droplet, whose call it bears; cell count; measured here: cell count, cytotoxicity flag;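 cells counted across two imaged fields per well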
b-catenin transl cell count 5 µM: further read-out of b-catenin transl, marked with its call; cell count; measured here: cell count, cytotoxicity flag
T cell modulator vesicle-bound %: second read-out of T cell modulator, no call of its own (marks repeat the call); double positive events, %; measured here: CD8+ vesicle-bound cell fraction;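 binding gate set so that unloaded-vesicle control wells show 10% double positive cells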
MT stabilize HCS Hoechst-high %: second read-out of MT stabilize HCS, no call of its own (marks repeat the call); % Hoechst-high responders; measured here: nuclear condensation Hoechst responders;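 share of cells brighter than vehicle mean plus two SD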
MT stabilize HCS cytotoxicity %: also measured in MT stabilize HCS; calls as there; toxicity, %; measured here: cytotoxicity by cell density;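 0% = mean cell density of plate MIN control wells and 100% = no cells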
Autophagy mod cell loss 18 h: recorded beside Autophagy mod, whose call it bears; toxicity, %; measured here: cell loss, nuclei count;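 cell loss after 18 h compound exposure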
Myeloid diff MLP GFP+ MAC1+ %: recorded beside Myeloid diff MLP, whose call it bears; GFP+ MAC1+ double positive, %; measured here: differentiation confirmed by MAC1 staining
* marks the source's active call; other numbers are inactive results; i = inactive; . = no result given.

SMILES	West Nile antiviral	MT stabilize HCS	MT stabilize HCS Hoechst-high %	MT stabilize HCS cytotoxicity %	T cell modulator	T cell modulator vesicle-bound %	WT yeast gro inh	WT yeast gro inh mutant strain	Lipid droplet	Lipid droplet cells 6.5 µM	Autophagy mod	Autophagy mod cell loss 18 h	Insulin prom up	Insulin prom up cell count	b-catenin transl	b-catenin transl cell count 5 µM	Myeloid diff MLP	Myeloid diff MLP GFP+ MAC1+ %
O=c1[nH]c2ccccc2c(=O)n1Cc1ccco1	0.1%	4.5	4.0	10	i	57	7	5	.	.	i	0	-0.09	1320	-8.0	1092	i	0.7
COc1ccc(NC(=O)C/C(C)=N/NC(=O)C(=O)Nc2cccc(Cl)c2C)c(OC)c1	0.8%	3.2	2.7	2.7	i	21	-1	-11	17	715	i	-1	.	.	-2.8	1053	i	0.2
O=C(Cn1c(=O)oc2cc(S(=O)(=O)N3CCCC3)ccc21)NC1CCCc2ccccc21 (stereo not drawn)	.	4.2	2.3	2.7	i	42	14	-9	-8	598	i	15	-0.3	1815	-2.1	1155	i	1.1
COc1cccc(/C=C2\SC(=S)N(CCCC(=O)Nc3ccc(C(=O)O)cc3)C2=O)c1	-0.6%	.	.	.	i	14	.	.	-7	660	.	.	.	.	.	.	i	4.0
O=C1CS/C(=N/N=C/c2ccccc2)N1Cc1ccco1	-1.3%	.	.	.	i	29	.	.	-16	712	.	.	-0.07	1401	-3.3	1141	i	0.6
COc1ccc(C(=O)NC(C(=O)NCC(=O)Nc2c(C)cccc2C)C(C)C)cc1 (stereo not drawn)	-0.8%	1.6	2.5	11	i	58	-5	2	18	737	i	-2	-0.23	1435	0.2	535	i	0.3
CC(=O)Nc1nnc(-c2ccc(Cl)s2)o1	0.1%	1.9	3.9	5.3	i	30	-6	-8	18	645	i	3	1.1	1845	2.2	1071	i	1.1
COc1ccccc1/C=C/C(=O)NC(=S)N1CCOCC1	0.1%	.	.	.	i	8	.	.	-13	807	.	.	.	.	.	.	i	0.8
COc1ccccc1N(/N=C1\Sc2ccccc2C1=O)C(C)=O	-0.5%	.	.	.	i	23	.	.	6	707	.	.	-0.42	1043	-0.9	1318	i	1.3
COc1ccccc1CNC(=O)C1(C)Oc2cccnc2NC1=O (stereo not drawn)	0.0%	2.2	1.6	6.9	i	45	-3	4	1	687	i	9	0.78	1585	-1.2	1029	i	0.1
CN=C1S/C(=C\c2ccc(Cl)cc2)C(=O)N1C	0.4%	.	.	.	i	40	.	.	-1	803	.	.	.	.	.	.	i	0.4
COc1ccc(CNc2ncc(-c3ccccc3)n2C)cc1	-0.1%	.	.	.	i	46	.	.	-4	799	.	.	.	.	.	.	i	0.6
Cc1ccc2nc(NC(=O)C3CCN(S(=O)(=O)c4ccc5c(c4)oc(=O)n5C)CC3)sc2c1	-0.4%	3.8	3.8	1.4	i	36	15	1	.	.	i	-9	0.12	748	.	.	i	1.8
CC1CC(C)CN(S(=O)(=O)c2ccc(C(=O)NCc3ccc4c(c3)OCO4)cc2)C1 (stereo not drawn)	-1.3%	2.1	1.3	5.2	i	16	-17	-16	12	798	i	-8	.	.	.	.	i	1.9
CC(=O)c1ccc(S(=O)(=O)N2CCC(c3nnc(SCCN4CCCC4)n3C)CC2)cc1	1.1%	.	.	.	i	16	.	.	-40	790	.	.	.	.	.	.	i	0.3
Cc1cc(-c2nnc(CCC(=O)NCc3ccc(F)c(F)c3)o2)no1	-0.1%	2.9	1.7	4.5	i	31	7	-8	-10	671	i	-3	-0.25	1628	-0.2	1600	i	0.2
O=[N+]([O-])c1ccc(Nc2nc(NCCO)nc(N3CCCC3)n2)cc1	-0.4%	4.3	1.9	1.3	i	55	3	13	-5	670	i	-2	-1.9	971	0.8	1067	i	0.5
Cc1ccc2c(c1)N(C(=O)CCC(=O)N1CCN(c3ccccn3)CC1)CCO2	-0.7%	.	.	.	i	40	.	.	-13	771	.	.	.	.	.	.	i	0.3
Oc1ccc(-c2[nH]ncc2-c2ccc(Br)cc2)c(O)c1	-0.6%	.	.	.	i	32	.	.	-2	827	.	.	.	.	.	.	i	0.0
O=C(Nc1cnn(Cc2ccc(Cl)cc2)c1)C1CCCC1	0.2%	3.0	1.6	1.7	i	63	1	15	1	747	i	-13	0.84	1356	-0.1	1090	i	5.9
O=c1ccccn1Cc1c(F)cccc1Cl	0.9%	1.4	1.0	9.2	i	44	-2	3	-6	743	i	3	0.52	933	.	.	i	1.2
CCOc1cc(/C=C2\SC(=Nc3ccc(F)cc3)N(c3ccc(F)cc3)C2=O)ccc1OCC(=O)O	-0.4%	2.1	1.2	3.7	i	39	-5	4	-16	714	i	1	.	.	0.0	966	.	.
Cc1ccc(-n2cc(-c3ccc([N+](=O)[O-])cc3)[nH]c2=S)c(C)c1	-1.0%	7.7	2.6	2.1	i	28	-13	-13	0	647	i	20	-6.2	620	-0.7	1098	i	0.8
O=C(CCNC(=O)c1ccccc1Cl)Nc1cccc(C(F)(F)F)c1	-0.9%	1.4	2.5	6.8	i	60	11	15	-12	607	i	-21	-0.45	1283	-0.5	926	i	0.0
CC(=O)c1cccc(NS(=O)(=O)c2ccc3c(c2)N(C(C)=O)CCO3)c1	-0.2%	.	.	.	i	29	.	.	0	701	.	.	.	.	.	.	i	5.7
CCCc1cc(C(=O)Nc2sc(C)c(C)c2C(=O)OCC)no1	-0.5%	4.7	1.8	9.4	.	.	16	0	-4	682	i	-8	-0.29	1903	0.3	1043	i	1.5
COCC(=O)NC1CC2CCCC(C1)N2Cc1ccccc1 (stereo not drawn)	-0.2%	3.4	2.1	0.3	i	9	5	18	.	.	i	10	.	.	1.4	1219	i	2.2
Cc1ccccc1NC(=O)Nc1cc(S(N)(=O)=O)ccc1C	-0.6%	2.4	1.5	10	i	14	9	-4	.	.	i	17	0.34	1493	3.8	1309	i	1.7
Cc1nc(N2CCC(C)CC2)c2c(C)c(C(=O)Nc3cc(F)ccc3C)sc2n1	-0.5%	3.0	3.6	6.0	i	61	64*	-25*	-4	734	i	-3	1.6	1107	-1.1	1154	i	0.7
Cc1ccccc1C(=O)NNC(=O)c1ccc(F)cc1	0.2%	2.9	2.6	6.6	i	12	19	1	.	.	i	20	.	.	.	.	i	1.6
Cc1ccccc1N1C(=O)C(Oc2ccc(Cl)cc2)C1CNC(C)(C)C (stereo not drawn)	-1.2%	2.4	1.8	5.1	i	47	17	10	-11	703	i	16	-0.43	1302	-1.2	911	i	0.0
Fc1ccccc1CCNc1c2c(nc3ncnn13)CCCC2	-0.7%	3.0	1.8	2.4	i	41	6	-1	4	653	i	10	-2.9	1091	2.2	1526	i	0.1
N#Cc1c(NC(=O)C(=O)NCCCN2CCOCC2)sc2c1CCC2	-0.2%	.	.	.	i	6	.	.	1	767	.	.	.	.	.	.	i	2.8
Cc1cccc(NC(=O)C2COc3ccccc3O2)n1 (stereo not drawn)	0.2%	.	.	.	i	20	.	.	20	677	.	.	-0.31	826	0.3	1376	i	0.8
COc1cc(NC(=O)c2ccccc2-c2ccccc2)cc(OC)c1OC	0.8%	4.5	3.0	8.4	i	29	-5	11	2	739	i	-4	-0.08	1485	0.0	1455	.	.
COCCN1C(=O)C(O)=C(C(C)=O)C1c1ccc(OC)c(OC)c1 (stereo not drawn)	-0.2%	4.0	2.3	7.7	i	22	-7	0	.	.	i	-9	0.19	1528	-5.5	746	i	1.6
C[C@H]1C(=O)N(C)CCN1C(=O)c1ccccc1OC1CCN(S(C)(=O)=O)CC1	0.1%	1.9	1.0	2.7	i	1	-11	2	18	680	i	44	1.4	1441	1.3	909	i	0.6
CCCC(=O)C1=C(O)C(C(=O)OC)C(C)(C)CC1=Nc1ccc(N)cc1 (stereo not drawn)	-0.4%	3.2	1.5	5.3	i	31	-3	-2	.	.	i	2	-1.2	1427	2.9	949	i	1.0
O=S(=O)(O)c1nc2ccccc2n1Cc1ccc(Cl)cc1	0.1%	1.8	4.6	9.7	i	47	-14	-8	.	.	i	7	.	.	-1.3	1212	i	1.4
O=C(NC(Cc1c[nH]c2ccccc12)C(=O)N/N=C/c1ccc(Br)cc1)c1cccs1 (stereo not drawn)	-0.8%	3.8	1.3	8.9	i	63	-10	-1	-3	641	i	21	-0.75	1454	-2.0	1113	i	0.1
O=C(OCc1cccc(F)c1)c1cc2ccccc2cc1O	-0.3%	.	.	.	i	49	.	.	7	810	.	.	.	.	.	.	i	0.5

3 compounds already listed, ordered by the value under Myeloid diff MLP GFP+ MAC1+ %, descending:
Molecule,Myeloid diff MLP GFP+ MAC1+ %
CCCc1cc(C(=O)Nc2sc(C)c(C)c2C(=O)OCC)no1,1.5
CCCC(=O)C1=C(O)C(C(=O)OC)C(C)(C)CC1=Nc1ccc(N)cc1 (stereo not drawn),1.0
O=C(OCc1cccc(F)c1)c1cc2ccccc2cc1O,0.5
